# LDHA block – qHTS assay for inhibitors of human lactate dehydrogenase; AID 1347041, 2019; activity change, % (values are at about 110 or 230 µM); 480,000 tested, 0.15% active; purified LDHA, NADH/diaphorase-resazurin fluorescence; active compounds read low; L-lactate dehydrogenase A chain (Homo sapiens), P00338; in the data active = activity change below about -30%; inconclusive = mostly about -25% to -30%;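 also: plate controls were DMSO wells for no effect and wells without enzyme for full effect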
#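 Remaining NADH was detected by diaphorase (0.133 mg/mL) converting 37 µM resazurin to fluorescent resorufin, read at 0 and 20 minutes. The preceding 5-minute room-temperature reaction used 2 nM LDHA, 0.2 mM sodium pyruvate and 0.06 mM NADH at pH 7.4.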
# Glioma ERSR ind – qHTS for Inducers of the Endoplasmic Reticulum Stress Response (ERSR) in Human Glioma: qHTS. Potency, µM, for inactives: at the highest dose activation, most hits filed as activators. 420,000 tested, 0.02% active. U87-MG GRP78 promoter luciferase reporter, 16 h; also: potency is read from the fitted curve at half-maximal effect; series mostly up to about 76 µM; % of control where 0% means no effect; nearly all actives have a fitted effect of over 35% in size
#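 Stably transfected U87-MG glioma cells carrying a GRP78-based luciferase sensor; 16 h compound incubation. Luminescence end-point read 10 min after Bright-Glo addition at room temperature.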
# mIDH1 inhibitor – qHTS for Inhibitors of mutant isocitrate dehydrogenase 1 (IDH1): qHTS | Isocitrate dehydrogenase [NADP] cytoplasmic (Homo sapiens), O75874 | IDH1-R132H enzyme, NADPH consumption, diaphorase/resazurin fluorescence | Potency, µM (doses to about 76.6 µM), without a hit: at the top dose activity change, negative = inhibition, hits mostly inhibitors | 390,000 tested, 0.093% active | AID 602179, 2012; also: potency is read from the fitted curve at half-maximal effect; % is scaled to controls: 0 for no effect and ±100 for the full control effect; nearly all actives have a fitted effect of over 65% in size
# Target sequence (O75874 whole entry R132H, stated change not applied): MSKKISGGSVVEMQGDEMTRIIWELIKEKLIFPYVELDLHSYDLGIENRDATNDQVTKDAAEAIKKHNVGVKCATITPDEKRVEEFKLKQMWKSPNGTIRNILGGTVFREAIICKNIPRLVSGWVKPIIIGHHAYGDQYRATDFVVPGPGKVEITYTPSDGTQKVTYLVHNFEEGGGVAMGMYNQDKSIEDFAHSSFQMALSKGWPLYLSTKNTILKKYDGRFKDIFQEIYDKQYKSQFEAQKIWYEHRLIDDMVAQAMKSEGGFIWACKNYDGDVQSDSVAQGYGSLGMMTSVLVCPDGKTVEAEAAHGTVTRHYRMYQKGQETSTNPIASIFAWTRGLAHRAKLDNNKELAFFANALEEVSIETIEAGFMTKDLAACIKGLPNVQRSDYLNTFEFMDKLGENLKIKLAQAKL
#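 IDH1-R132H (0.5 ug/mL) preincubated 30 min with compound, then NADPH (0.016 mM) and alpha-KG (2 mM) added; 80 min at RT, pH 7.5. Remaining NADPH coupled via diaphorase/resazurin to fluorescence (540/590 nm); concentration-response curves normalized to no-enzyme control.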
# Vif-APOBEC3G blk – qHTS for Inhibitors of Vif-A3G Interactions: qHTS; HeLa A3G-eYFP + Vif (tagged APOBEC3G with the HIV-1 protein that degrades it), YFP fluorescence, overnight; 410,000 tested, 0.076% active; Potency, µM (top dose mostly 46.1 µM), for the others: at the top dose activity, negative = active, most hits filed as inhibitors; DNA dC->dU-editing enzyme APOBEC-3G (Homo sapiens), Q9HC16;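 also: potency is read from the fitted curve at half-maximal effect; % is scaled to controls: 0 for no effect and ±100 for the full control effect; nearly all actives have a fitted effect of over 60% in size; hits raise eYFP signal because A3G escapes Vif-driven loss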
#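 Read-out is eYFP fluorescence (Ex 488/Em 500-530) from Vif-expressing HeLa A3G-eYFP cells; more signal means A3G escaped Vif-mediated degradation. Cells plated overnight, compound pinned in, incubated overnight at 37 deg C.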
# rTrxR1 inhibitor – qHTS Assay for Inhibitors of Mammalian Selenoprotein Thioredoxin Reductase 1 (TrxR1): qHTS; Thioredoxin reductase 1, cytoplasmic (Rattus norvegicus), O89049; 390,000 tested, 1% active; recombinant rTrxR1, NADPH fluorescence consumption, selenite substrate; AID 588453, 2011; Potency, µM (doses to about 114 µM), inactives show at the top dose activity change, negative = inhibition, usual class: inhibitors; also: potency is read from the fitted curve at half-maximal effect; % is scaled to controls: 0 for no effect and ±100 for the full control effect; nearly all actives have a fitted effect of over 65% in size
# Target sequence (O89049 whole entry, looked up): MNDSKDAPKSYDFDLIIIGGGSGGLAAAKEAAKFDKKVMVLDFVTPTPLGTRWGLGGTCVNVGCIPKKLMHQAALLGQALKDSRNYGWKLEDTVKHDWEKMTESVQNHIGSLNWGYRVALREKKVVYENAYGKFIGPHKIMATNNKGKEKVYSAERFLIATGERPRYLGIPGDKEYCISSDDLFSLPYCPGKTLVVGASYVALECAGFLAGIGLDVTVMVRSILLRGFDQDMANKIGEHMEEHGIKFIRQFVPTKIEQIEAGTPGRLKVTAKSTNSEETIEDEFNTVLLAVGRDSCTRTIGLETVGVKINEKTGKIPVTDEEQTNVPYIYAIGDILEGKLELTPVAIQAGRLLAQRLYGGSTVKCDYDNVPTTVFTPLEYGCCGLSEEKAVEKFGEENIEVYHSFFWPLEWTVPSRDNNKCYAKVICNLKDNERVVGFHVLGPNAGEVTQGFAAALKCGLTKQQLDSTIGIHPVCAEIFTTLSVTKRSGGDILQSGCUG
#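 Rat TrxR1 (90 nM in the dispensed reagent) was pre-reduced with 400 uM NADPH for 5 min at room temperature, then incubated with compound for 15 min. After 400 uM selenite was added, NADPH fluorescence (Ex 340/Em 450 nm) was followed for 8 min.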
# RGS4 inh – Inhibitors of Regulator of G Protein Signaling (RGS) 4: qHTS. Regulator of G-protein signaling 4 (Homo sapiens), P49798. Transcreener GDP fluorescence polarization, RGS4-accelerated GTP hydrolysis. Potency, µM (doses to about 114 µM), for inactives: at the top dose activity change, negative = inhibition, actives largely listed as inhibitors. 390,000 tested, 0.039% active; also: potency is read from the fitted curve at half-maximal effect; % is scaled to controls: 0 for no effect and ±100 for the full control effect; nearly all actives have a fitted effect of over 75% in size; some results filed as inactive show a strong effect at the top dose
# Target sequence (P49798 whole entry, looked up): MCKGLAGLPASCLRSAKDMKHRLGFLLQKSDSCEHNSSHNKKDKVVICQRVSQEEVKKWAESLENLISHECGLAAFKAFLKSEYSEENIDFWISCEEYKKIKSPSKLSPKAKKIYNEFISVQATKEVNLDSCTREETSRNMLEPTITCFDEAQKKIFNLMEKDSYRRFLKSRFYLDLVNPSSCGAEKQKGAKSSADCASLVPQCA
#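 MLSMR compounds (23 nl, pin-transferred) preincubated 10 min at room temperature with a 500nM (2x) first reagent, then RGS4 at 900nM (2x) plus Transcreener GDP mix added; fluorescence polarization (620/688 nm) read before and after 90 min at 30 °C.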
# Vif-A3F inh – qHTS for Inhibitors of Vif-A3F Interactions: qHTS; 390,000 tested, 0.2% active; AID 602313, 2012; Potency, µM (highest dose often 46.1 µM), inactives show at the top dose activity, negative = active; HeLa A3F-eYFP + Vif (tagged APOBEC3F with the HIV-1 protein that degrades it), YFP fluorescence increase; also: potency is read from the fitted curve at half-maximal effect; % of control where 0% means no effect; nearly all actives have a fitted effect of over 65% in size
#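 HeLa cells stably expressing A3F-eYFP plus Vif, plated and incubated overnight at 37 deg C, then exposed to compounds overnight at 37 deg C. Blocked degradation read as raised yellow fluorescence (Ex 488/Em 500-530).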
# USP1-UAF1 inh – Inhibitors of USP1/UAF1: Primary Screen; Ubiquitin carboxyl-terminal hydrolase 1 (Homo sapiens), O94782; recombinant USP1/UAF1, Ub-Rhodamine cleavage fluorescence; Potency, µM (top dose mostly 57.1 µM), inactives show at the highest dose activity change, negative = inhibition, actives largely listed as inhibitors; 390,000 tested, 0.23% active; AID 743255, 2014; also: potency is read from the fitted curve at half-maximal effect; % is scaled to controls: 0 for no effect and ±100 for the full control effect; nearly all actives have a fitted effect of over 60% in size; inactives centre near -12
#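 1 nM enzyme complex + cpd, 15 min RT; start with Ub-Rho 150nM final; kinetic fluorescence ex 480/em 540, 6 reads q60 s. Buffer 50mM HEPES pH 7.8, 0.5mM EDTA, 0.1 mg/ml BSA, 1mM TCEP, 0.01% Tween-20.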
# TrxR1 substrate – qHTS Assay for Substrates of Mammalian Selenoprotein Thioredoxin Reductase 1 (TrxR1): qHTS. Thioredoxin reductase 1, cytoplasmic (Rattus norvegicus), O89049. purified TrxR1 substrate turnover, NADPH consumption readout. Potency, µM (highest dose often 114 µM), inactives show top-dose activity change, negative = substrate turnover. 390,000 tested, 0.01% active. AID 588456, 2011; also: potency is read from the fitted curve at half-maximal effect; % is scaled to controls: 0 for no effect and ±100 for the full control effect; nearly all actives have a fitted effect of over 50% in size
#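 Rat TrxR1, dispensed at 90 nM, was prereduced with 400 uM NADPH (final) for 5 min at ~22 deg C, then incubated with compound 15 min before 400 uM selenite. A first-read NADPH fluorescence drop versus no-compound background flagged substrates.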
# * marks the source's active call; other numbers are inactive results; ? = inconclusive; · = not tested or not shown; & = joins results of further samples; [ ] = remark or other dose. Unless noted, calls follow the shape of the dose curve; as a rule, active = well fitted curve in the direction sought with a large enough effect; inconclusive = small, poorly fitted or top-dose-only effect, or another doubt; inactive = no such curve, though single readings can be large; an effect the other way counts as inactive or inconclusive. Some of the compounds tested, so the mix of outcomes need not match the whole.
# Fields: LDHA block | Glioma ERSR ind | mIDH1 inhibitor | Vif-APOBEC3G blk | rTrxR1 inhibitor | RGS4 inh | Vif-A3F inh | USP1-UAF1 inh | TrxR1 substrate
- O=C(NN=C1CCCCCC1)NC1CCCCC1
  -3 | -4% | 5% | -2% | 2%[57.1 µM] | 0% | -9% | -6% | 6%[57.1 µM]
- CCOC(=O)c1cn(CC)c2cc(N3CCOCC3)c(F)cc2c1=O
  3 | -5% | 0% | -3% | 4%[57.1 µM] | -50% | -8% | -23% | 17%[57.1 µM]
- Cc1cc2nc(-c3cccc(NC(=O)c4ccc(Br)o4)c3)oc2cc1C
  -7 | 4% | 1% | -2% | 36%[activator] | 13% | -6% | -29% | 12%
- CCSc1nnc(NC(=O)NC(CC)(C(F)(F)F)C(F)(F)F)s1
  -4 | -9% | -2% | -9% | -13% | 4% | 1% | -23% | -13%
- CC(=O)N1CC(c2ccccc2)C(c2ccc(Cl)cc2)=N1 (stereo not given)
  1 | -1% | 4% | -4% | 6% | 19% | 0% | -13% | 0%
- CC(Oc1cccc(Cl)c1)C(=O)NNC(=O)c1cccnc1 (stereo not given)
  1 | -1% | 4% | -5% | -6% | 11% | -2% | -12% | -5%
- O=C(OCc1ccccc1)c1cnc(Cl)c(Cl)c1
  -4 | -2% | 6% | -7% | 14% | -24% | 18% | -11% | 0%
- COc1ccc(C2C(C#N)=C(/N=C/N3CCOCC3)OC3=C2C(=O)CC(C)(C)C3)cc1OC (stereo not given)
  -11 | -2% | 0% | 1% | 1% | 6% | -1% | 6% | -15%
- Cc1ccc(F)c(C2=CC(=O)C[C@H](c3ccc(F)cc3)C2)c1
  -13 | -2% | 4% | -4% | 19% | 17% | -3% | 7% | -3%
- CC1=C(c2ccccc2)[N+](=O)C2(CCCC2)N1[O-]
  -12 | -2% | 10% | -1% | -9% | 22% | 2% | -2% | -3%
- CC(=O)N1N=C(c2cccs2)CC1c1cc2cc(C)ccc2nc1Cl (stereo not given)
  2 | -3% | -4% | 0% | 21% | -8% | -3% | -14% | 11%
- Cc1cccc(NC(=O)c2ccccn2)c1C
  2 | 2% | 4% | -1% | -9% | 15% | -7% | 4% | -8%
- COc1cc(OC)cc(C(=O)N2CC(=O)Nc3ccc(Cl)cc3C2c2ccccc2)c1 (stereo not given)
  -4 | -3% | -29% | -11% | 13% | 12% | -2% | -13% | -1%
- Cc1cc(C)cc(N(CCC#N)C(=O)CSc2n[nH]c(N)n2)c1
  -1 | -3% | 1% | 0% | 2% | 0% | 5% | -3% | -3%
- CCOC(=O)N1C=CC=C[C@@H]2[C@@H](N3C(=O)c4ccccc4C3=O)C(=O)N21
  -8 | -3% | -3% | 3% | 16µM* | -6% | 3% | -9% | 7%
- CCOc1c(Br)cc(/C=C2\C(=O)N(CCC#N)N=C2C)cc1OC
  8 | 10% | 7% | -10% | -17%[57.1 µM] | ? | -13% | -14% | 0%[57.1 µM]
- Cc1sc2ncn(CC(=O)NCc3ccco3)c(=O)c2c1-c1ccccc1
  -7 | -6% | 8% | -1% | 16%[57.1 µM] | -16% | -13% | -7% | 8%[57.1 µM]
- CC(=O)Nc1ccc(C(C#N)=Cc2ccc(N(C)CCC#N)cc2)cc1
  2 | -9% | 3% | -12% | · | · | -6% | -21% | ·
- CCCCn1c(N)c(N(Cc2ccccc2OC)C(=O)c2cc(=O)[nH]c3ccccc23)c(=O)[nH]c1=O
  -5 | -3% | -1% | 1% | 10% | 15% | -8% | -6% | 1%
- COc1ccccc1/C=N/NC(=O)c1ccc(C)nc1
  -7 | -2% | -16% | 0% | 13% | 19% | -4% | -8% | -8%

# Structures listed above marked active in rTrxR1 inhibitor:
SMILES | LDHA block | Glioma ERSR ind | Vif-APOBEC3G blk | rTrxR1 inhibitor | RGS4 inh | Vif-A3F inh | USP1-UAF1 inh | TrxR1 substrate
CCOC(=O)N1C=CC=C[C@@H]2[C@@H](N3C(=O)c4ccccc4C3=O)C(=O)N21 | -8 | -3% | 3% | 16µM* | -6% | 3% | -9% | 7%

# More compounds follow.
# Fields: LDHA block | Glioma ERSR ind | mIDH1 inhibitor | Vif-APOBEC3G blk | rTrxR1 inhibitor | RGS4 inh | Vif-A3F inh | USP1-UAF1 inh | TrxR1 substrate
- Cc1cc(C(=O)OCC(=O)NC(C)C)c(C)o1
  -8 | -6% | 1% | 3% | 0% | 8% | -10% | -3% | 0%
- Cc1nn2c(=O)cc(COC(=O)Cc3ccccc3)nc2s1
  1 | 1% | 13% | 8% | 25%[57.1 µM] | 0% | 3% | -13% | 6%[57.1 µM]
- COc1ccc(C)cc1NC(=O)c1ccc2c(SCC(=O)O)c3c(nc2c1)CCCC3
  -10&-9 | -3%&0% | 0%&-14% | -1%&0% | -3%&6% | 15%&7% | 6%&-4% | -4%&-25% | -4%&1%
- CCN(CC(=O)NCc1cccs1)C(=O)/C=C/c1cccc(Br)c1
  -7 | -3% | -2% | -5% | 17%[57.1 µM] | 11% | 0% | -17% | 6%[57.1 µM]
- O=C(COC(=O)/C=C/c1ccccc1[N+](=O)[O-])Nc1ccc(S(=O)(=O)N2CCOCC2)cc1
  -3 | -3% | 3% | 0% | 21%[57.1 µM] | -19% | 8% | -20% | 11%[57.1 µM]
- S=C1Nc2cc(Cl)ccc2Sc2ccccc21
  -3 | -3% | 3% | 2% | 5% | -4% | 6% | -14% | -2%
- Cc1cc(C)n(CC(=O)Nc2ccc(F)c(F)c2)c(=O)c1C#N
  -12 | 0% | 0% | 3% | 14%[57.1 µM] | 19% | -5% | -9% | 3%[57.1 µM]
- Cc1ccccc1NC(=O)C(=O)c1cn(C)c2ccccc12
  0 | 2% | 0% | -7% | 6% | -9% | -23% | -16% | 7%
- COc1ccc(N)c2c1C(=O)c1ccccc1C2=O
  12 | 0% | 5% | 3% | 2% | 0% | -2% | -6% | -6%
- CCn1c(C)[n+](Cc2ccccc2)c2ccc(Cl)cc21
  -13 | -7% | 3% | 2% | 16%[57.1 µM] | 20% | -5% | -13% | -3%
- CCCN(Cc1nnc(-c2ccccc2Cl)o1)C(=O)c1oc2ccccc2c1C
  -2 | -2% | 4% | -2% | -10% | -34% | 9% | -19% | -6%
- CCOC(=O)c1cc(NC(=O)c2ccc(Cl)cc2)c(=O)oc1-c1ccccc1
  -7 | -3% | -1% | 1% | 3% | -12% | 0% | -21% | -3%
- O=[N+]([O-])c1cc(-c2nnc(C34CC5CC(CC(C5)C3)C4)o2)cc([N+](=O)[O-])c1
  1 | -1% | 0% | 0% | -16% | -28% | 2% | -12% | -16%
- CCn1c(CSc2nc(C)cc(C)n2)nnc1SCC(=O)Nc1ccccc1
  -5 | 0% | -1% | 0% | -3%[57.1 µM] | 4% | -6% | -6% | 6%[57.1 µM]
- CCOC(=O)N1CCN(C(=O)c2c[nH]c3ccc(S(=O)(=O)N(C)c4ccc(OCC)cc4)cc3c2=O)CC1
  -1 | -5% | 0% | 2% | 16% | -18%[11.4 µM] | 3% | -16% | 3%
- O=C(COC(=O)c1cccc(S(=O)(=O)N2CCN(c3ccccc3)CC2)c1)NCC1CCCO1 (stereo not given)
  -12 | -2% | -1% | 0% | 0% | -11% | -2% | -8% | -7%
- COc1ccc(-c2cc(C)no2)cc1S(=O)(=O)NC1CCC(C)CC1 (stereo not given)
  4 | -3% | 15% | 7% | 29%[57.1 µM] | 12% | -1% | -6% | 6%[57.1 µM]
- O=C(C1CCCN1S(=O)(=O)c1ccc(Cl)c(Cl)c1)N1CCOCC1 (stereo not given)
  0 | -1% | 3% | 1% | 14% | -31% | · | -12% | 1%

# One compound at a time (already shown):
# Cc1cc(C(=O)OCC(=O)NC(C)C)c(C)o1 is listed as LDHA block = -8; Glioma ERSR ind = -6%; mIDH1 inhibitor = 1%; Vif-APOBEC3G blk = 3%; rTrxR1 inhibitor = 0%; RGS4 inh = 8%; Vif-A3F inh = -10%; USP1-UAF1 inh = -3%; TrxR1 substrate = 0%
# Cc1nn2c(=O)cc(COC(=O)Cc3ccccc3)nc2s1 is listed as LDHA block = 1; Glioma ERSR ind = 1%; mIDH1 inhibitor = 13%; Vif-APOBEC3G blk = 8%; rTrxR1 inhibitor = 25%[57.1 µM]; RGS4 inh = 0%; Vif-A3F inh = 3%; USP1-UAF1 inh = -13%; TrxR1 substrate = 6%[57.1 µM]
